D1 ag – agonists of human D1 dopamine receptor | P21728 | HEK293 T-REx D1 cells, calcium flux, agonist mode | activation, % at 2 µM | 360,000 compounds, 1% hits | AID 504660; in the data active means activation above about 30%; further: 0% is about no effect
Target sequence (P21728 whole entry, looked up): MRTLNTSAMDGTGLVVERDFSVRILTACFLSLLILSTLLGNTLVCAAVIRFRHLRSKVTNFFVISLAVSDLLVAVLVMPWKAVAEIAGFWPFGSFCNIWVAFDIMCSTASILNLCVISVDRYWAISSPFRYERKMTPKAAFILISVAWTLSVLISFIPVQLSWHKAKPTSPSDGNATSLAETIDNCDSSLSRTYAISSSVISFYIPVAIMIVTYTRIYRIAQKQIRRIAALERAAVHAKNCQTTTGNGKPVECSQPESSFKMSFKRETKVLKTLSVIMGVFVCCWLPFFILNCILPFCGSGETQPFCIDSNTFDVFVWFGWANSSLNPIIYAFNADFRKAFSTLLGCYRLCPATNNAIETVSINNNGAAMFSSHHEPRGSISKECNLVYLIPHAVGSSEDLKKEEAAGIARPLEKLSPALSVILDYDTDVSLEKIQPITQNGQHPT
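Agonism was scored from calcium flux recorded over 180 s (1 read/s) after pintool compound addition, following a 10-cycle baseline. Cells were inducible force-coupled HEK293 TREx D1, plated overnight at 30 C and loaded with no-wash calcium dye.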
RXFP1 agonist – activates the human relaxin receptor RXFP1. 370,000 compounds, 0.3% hits. Q9HBX9. HEK293T-RXFP1 cAMP TR-FRET, 30 min; response scale: percent of porcine relaxin response, buffer zero. AID 2676. Potency, µM (doses to about 57.5 µM), for inactives: at the highest dose activation, most hits filed as activators; active means well fitted activation curve with a large enough effect; inconclusive means small, poorly fitted or top-dose-only effect; further: potency means the concentration at half of the fitted maximal effect; on the % scale 0 is the no-effect control and ±100 the full control effect; nearly all actives have a fitted effect of over 60% in size; many of its hits are not listed in these tables
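HEK293T cells stably expressing RXFP1 were pretreated with the PDE4 inhibitor Ro 20174, exposed to compounds for 30 min at 37C, lysed, and cAMP was read by TR-FRET. Data normalized to buffer (basal) and 29 nM porcine relaxin (100%).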
D1 potentiator – enhances dopamine response at the human D1 receptor; HEK293 TREx D1 cells, calcium flux, dopamine EC20 potentiation; potentiation, % at 10 µM; 360,000 compounds, 0.036% hits; P21728; in the data active means potentiation above about 30%; further: 0% is about no effect
D1 antagonist – human D1 dopamine receptor antagonism; P21728; HEK293 TREx D1 cells, calcium flux, dopamine EC80; stronger effect = lower value; activity change, negative = inhibition, % at 10 µM; 360,000 compounds, 3.2% hits; AID 504652; in the data active means activity change below about -30%; further: on the % scale 0 is the no-effect control and ±100 the full control effect
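HEK293 T-REx cells expressing inducible, force-coupled D1 receptor; no-wash Ca dye, 30–90 min RT. Cmpd → 180 s read at 1 Hz → EC80 DA → 180 s read.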
TRHR PAM – TRH receptor (human) allosteric enhancement; P34981; enhancement, % at 2 µM; AID 493056; TRHR cells, fluo-8 calcium fluorescence, EC20 TRH enhancement; 360,000 compounds, 0.66% hits; in the data active means enhancement above about 30%; further: 0% is about no effect
Target sequence (P34981 whole entry, looked up): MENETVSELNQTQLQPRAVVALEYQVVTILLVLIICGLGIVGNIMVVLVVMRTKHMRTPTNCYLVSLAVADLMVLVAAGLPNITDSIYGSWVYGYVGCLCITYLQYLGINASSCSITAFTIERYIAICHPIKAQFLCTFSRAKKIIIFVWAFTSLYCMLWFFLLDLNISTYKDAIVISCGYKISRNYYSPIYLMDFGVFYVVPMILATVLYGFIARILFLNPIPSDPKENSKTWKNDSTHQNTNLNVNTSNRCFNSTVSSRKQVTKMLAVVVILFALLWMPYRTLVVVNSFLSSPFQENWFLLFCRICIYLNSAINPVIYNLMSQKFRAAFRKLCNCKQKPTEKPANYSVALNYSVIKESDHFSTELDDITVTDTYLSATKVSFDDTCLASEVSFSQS
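TRHR-expressing cells loaded with fluo-8 calcium dye were read kinetically (ex 480/em 530) during compound addition, then stimulated with an EC20 of TRH (10 nM final). Enhancement of the Gq-mediated intracellular calcium response was scored.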
RXFP1 antag – antagonists of human relaxin receptor RXFP1; Q9HBX9; HEK293-RXFP1, relaxin-stimulated cAMP HTRF, 30 min; stronger effect = lower value; activity change, negative = inhibition, % at 57.5 µM; 350,000 compounds, 0.59% hits;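 active means activity change of -60% or lower, but not beyond a set lower limit; inconclusive means change between -60% and -40%, or beyond the set limit; inactive means change above -40%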; further: on the % scale 0 is the no-effect control and ±100 the full control effect
D2 PAM – D2 dopamine receptor (human) potentiation; potentiation, % at 10 µM; AID 485347; P14416; HEK293 T-REx D2, calcium flux, EC20 dopamine potentiation; 340,000 compounds, 0.34% hits;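 active means potentiation over 3 SD above the plate norm, cut at about 30% in these data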; further: 0% is about no effect
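Potentiation of an EC20 dopamine calcium response measured kinetically over 180 s, after a preceding 180 s compound-only read flagging agonists. Cells: inducible Hek293 Trex D2 line, 4000/well, cultured overnight at 30 C before dye loading.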
D2 agonist – D2 dopamine receptor (human) agonism | HEK293 T-REx D2 cells, calcium flux agonist mode | P14416 | activation, % at 2 µM | AID 485358 | 340,000 compounds, 0.53% hits;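 active means activation over 3 SD above normal in the single-dose calcium agonist read, cut at about 30% in these data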; further: 0% is about no effect
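Agonism scored from kinetic calcium signal (1 read/sec, 180 s) following compound pin transfer, after a 10 s baseline. Cells: HEK293 Trex line expressing inducible D2 receptor coupled to calcium, dye-loaded after overnight culture at 30 C.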
D2 antag – antagonizes the human D2 dopamine receptor | AID 485344 | inhibition, % at 10 µM | HEK293 TREx D2 cells, calcium flux, dopamine EC80 | 340,000 compounds, 2% hits; in the data active means inhibition above about 30%; further: 0% is about no effect
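Inhibition of EC80 dopamine-driven calcium flux, recorded kinetically, defines activity here; cells are a tetracycline-induced HEK293 T-REx line expressing force-coupled D2.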
Active calls of the source: *; ? = inconclusive; · = no result given. These rows are one share of the data (hit frequency here may not be typical).

SMILES	D1 ag	RXFP1 agonist	D1 potentiator	D1 antagonist	TRHR PAM	RXFP1 antag	D2 PAM	D2 agonist	D2 antag
CC(CN(C)Cc1ccccc1)OC(=O)C1COc2ccccc2O1 (stereo not drawn)	2	0.3%	3	-8	-3	·	-13	-1.5	-4
CCn1cc(C(C)NC(=O)COc2ccc(Cl)cc2C)c(C)n1 (stereo not drawn)	7	-0.5%	-7	-9	1	8	16	0.8	7
CCN1C(=O)C(CC(=O)Nc2ccc(OC)cc2)N(CCc2ccc(OC)cc2)C1=S (stereo not drawn)	21	-2.6%	-6	-33*	-1	-25	9	0.2	-18
O=C(c1ccco1)N(CC1CCCO1)c1nc(-c2ccccc2)cs1 (stereo not drawn)	2	0.6%	-3	-8	4	-8	3	0.9	-3
Cc1nc2ccc(NC(=O)COc3ccccc3C)cc2s1	4	0.9%	-2	17	3	3	3	-1.1	-23
COc1ccc(/C=C(/NC(=O)c2ccc(OC)c(OC)c2)C(=O)NCCc2c[nH]c3ccccc23)cc1	9	-4.4%	-3	-1	-6	·	-2	0.1	-4
CC(=O)c1c(C)oc2ccc(N(C(=O)Oc3ccccc3)S(=O)(=O)c3ccc(Br)cc3)cc12	4	1.2%	-2	3	4	-3	0	-2.3	·
COCCn1c(C)cc(C(=O)CSc2nncn2-c2ccccc2)c1C	1	1.4%	-2	-14	-2	7	0	-1.5	-13
COc1ccc(N(CC(=O)NCCSc2ccccc2)S(=O)(=O)c2ccccc2)cc1OC	7	1.6%	-5	-6	-7	-4	-7	-0.2	13
COCCCNC(=O)COc1ccc(Br)cc1Cl	1	0.6%	-2	-34*	12	0	6	-0.4	-4
CCCCCCCCNC(=O)c1ccc(C)cc1	0	0.8%	-9	-10	-6	·	-1	-0.9	-4
O=C(OC1CCOC1=O)c1cncc(Br)c1 (stereo not drawn)	1	0.0%	-3	-3	-3	2	-9	-0.3	17
CCOC(=O)c1c(S(=O)(=O)NCC(=O)Nc2ccc(C(C)=O)cc2)c(C)n(C)c1C	-1	-1.9%	-3	3	2	-9	1	-0.1	·
COCCn1c(SCC(=O)NC2CCCC2)nnc1C(C)C	1	4.5%	-7	-2	0	13	-3	1.9	-1
Cc1ccc(C(=O)NC(C(=O)Nc2cccc(S(N)(=O)=O)c2)C(C)C)cc1 (stereo not drawn)	0	-0.9%	6	-10	4	13	-12	0.2	-5
CN(Cc1cccs1)C(=O)CCc1c[nH]c2ccccc12	-2	0.1%	-8	-9	-1	21	-1	-0.3	-13
COc1ccc(OC)c(NC(=O)COc2ccc(Br)cc2)c1	-2	1.3%	-5	3	-4	-9	-6	1.9	7
CCOc1ccc(S(=O)(=O)NCc2cccnc2)cc1C	8	-0.8%	-6	-13	0	5	20	-0.1	-24
COc1cccc(-c2nn3c(-c4cc(C)[nH]n4)nnc3s2)c1	1	2.1%	0	6	5	4	-16	-0.6	6
CCN(c1ccccc1)S(=O)(=O)c1nnc(NC(=O)C(C)Oc2ccccc2)s1 (stereo not drawn)	1	2.7%	4	12	-1	-13	2	-0.4	·
CCOC(=O)C(N)CSC1CC(=O)N(c2ccc(C(=O)OC)cc2)C1=O (stereo not drawn)	2	0.2%	-4	3	4	-15	7	1.6	-1
Cc1ccc(N2CC(C(=O)Nc3cccc(F)c3)CC2=O)cc1 (stereo not drawn)	0	3.0%	-3	-5	-6	-9	-7	0.4	15
CCOC(=O)NC(NCCc1ccccc1)(C(F)(F)F)C(F)(F)F	0	0.1%	-5	·	-8	-26	-8	9.4	3
S=C1NCN(CCc2ccccc2)CN1Cc1ccccc1	53*	-0.8%	-5	1	14	-1	5	-3.3	-4
O=[N+]([O-])c1cc([N+](=O)[O-])c(Oc2cncc(Cl)c2)cc1NN1CCCCC1	0	-0.3%	-3	-12	-8	·	0	0.2	-10
(listing goes on)
SMILES	D1 ag	RXFP1 agonist	D1 potentiator	D1 antagonist	TRHR PAM	RXFP1 antag	D2 PAM	D2 agonist	D2 antag
Cc1ccc2[nH]c(=O)c(CN(CCCN3CCOCC3)C(=O)Nc3ccc(Cl)cc3)cc2c1	2	0.1%	-2	-10	-5	9	-1	-0.4	31*
CS(=O)(=O)c1nc(S(=O)(=O)c2ccc(Cl)cc2)c(N2CCC3(CC2)OCCO3)s1	2	3.2%	4	0	0	3	1	0.1	2
COc1ccc(CN2CCCC(CNC(=O)c3ccc(F)cc3)C2)c(F)c1 (stereo not drawn)	2	1.8%	-2	3	0	0	-8	1.8	19
CN(C)S(=O)(=O)c1ccc(Cl)c(C(=O)NCc2ccco2)c1	4	2.4%	-5	-14	4	5	1	1.4	19
COc1ccc(Cl)cc1S(=O)(=O)NC(C)C(=O)NCCCn1ccnc1 (stereo not drawn)	7	-0.3%	1	-9	67*	-5	1	0.1	7
COc1ccc(OC)c(C2C=C(c3ccc(C)c(C)c3)Nc3nnnn32)c1 (stereo not drawn)	2	0.2%	3	-1	1	12	4	0.1	-7
COc1cc(OC)c(S(=O)(=O)Nc2ccc(C(=O)N3CCCC3)cc2)cc1NC(C)=O	1	0.0%	-3	3	0	1	17	1.5	-10
CCOC(=O)C1CCCN(C(=O)c2cc3nc(-c4cccc(OC)c4)cc(C(F)(F)F)n3n2)C1 (stereo not drawn)	1	3.6%	-5	1	7	11	23	-1.0	-13
CC(=O)C1=C(O)C(=O)N(Cc2cccnc2)C1c1ccc(C)cc1 (stereo not drawn)	1	6.5%	-6	-10	-4	·	-22	1.0	6
CC1=C(C(=O)N(C)C)C(c2cccs2)NC(=O)N1 (stereo not drawn)	1	2.3%	1	-13	-3	-1	·	·	·
COc1ccc(Cn2nnc3c(=O)[nH]c(C4CCCN(C(=O)c5ccccc5Cl)C4)nc32)cc1OC (stereo not drawn)	9	4.4%	6	12	14	-5	-7	-0.1	·
Cc1ccc(C)n1-c1nn(S(=O)(=O)c2cccc3cccnc23)c2cccc(F)c12	12	-2.8%	9	-4	-2	-4	4	-1.0	6
Cc1ccc2nc(C3CCCN3Cc3nc(CCC(C)C)no3)[nH]c2c1 (stereo not drawn)	4	-2.9%	-5	-3	-2	8	16	0.3	-2
COc1ccc(NC(=O)C2CCN(S(=O)(=O)c3ccc4[nH]c5c(c4c3)CCCCC5)CC2)cc1	4	-1.4%	-6	-8	4	-6	-1	0.0	·
COc1ccc(C2CC(=O)c3cnc(NC(=O)c4ccccc4)nc3C2)c(OC)c1 (stereo not drawn)	0	1.0%	3	6	4	-8	-4	-1.2	-2
O=c1c(S(=O)(=O)c2ccccc2)cn(Cc2cccc(F)c2)c2cc(N3CCCC3)c(F)cc12	3	?	0	13	6	-12	7	-1.1	·
Cc1onc(-c2c(F)cccc2Cl)c1-c1nnc(-c2cccc3ccccc23)o1	2	1.9%	1	12	7	-6	5	0.7	-11
Cn1c(=O)c(=O)n(C)c2cc(S(=O)(=O)NCCOc3ccccc3)ccc21	3	-0.2%	-2	3	6	-24	2	1.8	1
COc1ccc(NC(=O)C2CCN(S(C)(=O)=O)CC2)c(OC)c1	1	-0.1%	1	6	-5	3	7	1.6	6
COc1ccc(CCNC(=O)CCCc2ccccc2)cc1OC	1	-2.5%	-2	-3	-5	-7	9	0.2	2
COC(C(=O)Nc1cccc(F)c1)c1ccccc1 (stereo not drawn)	2	-0.9%	0	-12	17	8	-2	-1.7	-14
CN1CCN(C(c2ccccc2Cl)c2sc3nc(-c4ccco4)nn3c2O)CC1 (stereo not drawn)	6	1.6%	-2	·	20	-6	10	·	·

Random excerpt: 6 records from the list.
SMILES	D1 ag	RXFP1 agonist	D1 potentiator	D1 antagonist	TRHR PAM	RXFP1 antag	D2 PAM	D2 agonist	D2 antag
CC(=O)C1=C(O)C(=O)N(Cc2cccnc2)C1c1ccc(C)cc1 (stereo not drawn)	1	6.5%	-6	-10	-4	·	-22	1.0	6
COC(C(=O)Nc1cccc(F)c1)c1ccccc1 (stereo not drawn)	2	-0.9%	0	-12	17	8	-2	-1.7	-14
COc1ccc(C2CC(=O)c3cnc(NC(=O)c4ccccc4)nc3C2)c(OC)c1 (stereo not drawn)	0	1.0%	3	6	4	-8	-4	-1.2	-2
CN(C)S(=O)(=O)c1ccc(Cl)c(C(=O)NCc2ccco2)c1	4	2.4%	-5	-14	4	5	1	1.4	19
COc1ccc(NC(=O)C2CCN(S(C)(=O)=O)CC2)c(OC)c1	1	-0.1%	1	6	-5	3	7	1.6	6
COc1ccc(CCNC(=O)CCCc2ccccc2)cc1OC	1	-2.5%	-2	-3	-5	-7	9	0.2	2

Full records, quoted from the list:
`COc1cc(OC)c(S(=O)(=O)Nc2ccc(C(=O)N3CCCC3)cc2)cc1NC(C)=O` across the screens: D1 ag: 1; RXFP1 agonist: 0.0%; D1 potentiator: -3; D1 antagonist: 3; TRHR PAM: 0; RXFP1 antag: 1; D2 PAM: 17; D2 agonist: 1.5; D2 antag: -10
`Cn1c(=O)c(=O)n(C)c2cc(S(=O)(=O)NCCOc3ccccc3)ccc21` across the screens: D1 ag: 3; RXFP1 agonist: -0.2%; D1 potentiator: -2; D1 antagonist: 3; TRHR PAM: 6; RXFP1 antag: -24; D2 PAM: 2; D2 agonist: 1.8; D2 antag: 1

Bioassay records from PubChem.
